Screens (PubChem)
Mito fusion act: qHTS Assay for Small Molecule Inhibitors of Mitochondrial Division or Activators of Mitochondrial Fusion | Potency, µM (top dose mostly 46.1 µM), inactives show at the highest dose growth rescue (activation), usual class: activators | S. cerevisiae fusion-defective mutant growth rescue, CellTiterGlo 48 h | actives 0.23% (n = 320,000);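 also: potency is read from the fitted curve at half-maximal effect; % of control where 0% means no effect; nearly all actives have a fitted effect of over 45% in size; temperature-sensitive fusion mutants such as fzo1-1 at 37 °C on non-fermentable ethanol glycerol medium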
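Read-out: ATP-based luminescence (CellTiterGlo, 10 min ambient) reporting growth of fusion-defective ts yeast after 48 hours at 37C on glycerol/ethanol YPEG medium in the presence of compound.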
TSHR antagonist: Antagonists of the Thyroid Stimulating Hormone Receptor: HTS campaign | actives 0.2% (n = 330,000) | AID 504810, 2011 | activity change, negative = inhibition, % at 11.5 µM | Thyrotropin receptor (Homo sapiens), P16473 | TSHR-expressing cells, TSH-stimulated cAMP HTRF, 2 h; hits give low values;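 active = activity change below a set negative limit, meaning inhibition stronger than a set level, cut at about -70% in these data; inconclusive = activity change between two set negative limits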; also: % is scaled to controls: 0 for no effect and ±100 for the full control effect
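TSHR-expressing cells, 200/well, pre-treated with compound, then stimulated with EC80 TSH (4nM final) for 2 hours at 37 deg C. cAMP measured by competitive HTRF: anti-cAMP cryptate antibody in lysis buffer plus cAMP-d2, read after 30 minutes at room temperature.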
S-ASM inh: Inhibitors of Secretory Acid Sphingomyelinase (S-ASM): qHTS; Sphingomyelin phosphodiesterase (Homo sapiens), P17405; placental ASM, HMU-PC fluorogenic substrate, 60 min; Potency, µM (top dose mostly 57.5 µM), for the others: top-dose activity change, negative = inhibition, most hits filed as inhibitors; actives 0.006% (n = 340,000); AID 504937, 2011; also: potency is read from the fitted curve at half-maximal effect
Target sequence (P17405 47-631 limits assumed): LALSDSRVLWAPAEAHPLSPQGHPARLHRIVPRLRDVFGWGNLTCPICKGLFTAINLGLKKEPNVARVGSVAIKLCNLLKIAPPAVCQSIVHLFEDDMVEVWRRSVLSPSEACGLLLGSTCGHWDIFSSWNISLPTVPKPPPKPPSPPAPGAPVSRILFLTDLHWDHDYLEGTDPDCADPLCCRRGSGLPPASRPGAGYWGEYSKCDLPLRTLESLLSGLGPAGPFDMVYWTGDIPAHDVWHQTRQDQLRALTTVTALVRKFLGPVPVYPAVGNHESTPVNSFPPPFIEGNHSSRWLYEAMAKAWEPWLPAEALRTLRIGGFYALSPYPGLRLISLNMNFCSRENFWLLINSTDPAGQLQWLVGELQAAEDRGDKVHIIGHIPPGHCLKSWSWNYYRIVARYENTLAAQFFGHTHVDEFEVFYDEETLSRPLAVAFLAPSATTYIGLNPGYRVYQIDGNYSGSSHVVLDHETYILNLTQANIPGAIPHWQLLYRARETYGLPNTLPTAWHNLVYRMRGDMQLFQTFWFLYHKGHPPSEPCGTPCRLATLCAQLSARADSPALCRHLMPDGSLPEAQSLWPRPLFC
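Fluorogenic HMU-PC substrate (9 uM final) is turned over by placental ASM in 60 min at 37 C after a 10 min compound preincubation. Reaction ended by alkaline stop (pH 10), with fluorescence read at 386/447 nm.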
Eya2 inh: qHTS Assay for Inhibitors of the Phosphatase Activity of Eya2. recombinant Eya2, OMFP fluorescence dephosphorylation (OMFP is methylfluorescein phosphate). Potency, µM (titrated, usually from 76.9 µM), for the others: at the top dose activity, negative = inhibition, hits mostly inhibitors. actives 0.006% (n = 330,000); also: potency is read from the fitted curve at half-maximal effect; % is scaled to controls: 0 for no effect and ±100 for the full control effect
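Eya2 (0.2 uM) preincubated 10 min at ambient with compound, then OMFP substrate added at 50 uM; 10 min reaction in 50 mM HEPES pH 7.5, 50 mM NaCl, 5 uM MgCl2, 0.05% BSA, 1 mM DTT. Fluorescence read at Ex 485/Em 525 nm.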
a7 integrin act: qHTS for Activators of Integrin-Mediated Alleviation for Muscular Dystrophy; Potency, µM (doses to about 38.3 µM), inactives show at the top dose activation, usual class: activators; actives 0.064% (n = 350,000); alpha7betagal myoblasts, beta-gal FDG fluorescence, 48 h;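 also: potency is read from the fitted curve at half-maximal effect; 100% = response of the positive control SU9516; nearly all actives have a fitted effect of over 60% in size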
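Alpha7betagal+/- myoblasts (passage 13) were plated 16-24 hr, then exposed to compounds (1:260 dilution of DMSO stock) for 48 hours at 37C. After MPER lysis, β-galactosidase reporter activity was read as FDG fluorescence (ex 480/em 540) after 30 minutes.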
TCR act: Activators of T cell receptors: qHTS campaign | primary human leukocytes, anti-CD3, IL-2 HTRF, 48 h | Potency, µM (titrated, usually from 9.22 µM), for inactives: at the highest dose activation of IL-2 secretion, most hits filed as activators | 330,000 tested, under 10 active; also: % of control where 0% means no effect
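IL-2 produced over 48 hr by a-CD3 bead-stimulated primary human leukocytes exposed to compounds was detected with a homogeneous time-resolved FRET immunoassay, 665nm acceptor signal after 320nm excitation.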
Tb PFK block: qHTS Assay to Find Inhibitors of T. brucei phosphofructokinase; ATP-dependent 6-phosphofructokinase (Trypanosoma brucei brucei), O15648; T. brucei PFK, ADP-Glo luminescence; Potency, µM (titrated, usually from 57.5 µM), inactives show at the top dose activity, negative = inhibition, hits mostly inhibitors; actives 0.17% (n = 330,000);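 also: potency is read from the fitted curve at half-maximal effect; 0% = uninhibited 1x PFK enzyme wells and -100% = no-enzyme wells; nearly all actives have a fitted effect of over 60% in size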
Target sequence (O15648 whole entry, looked up): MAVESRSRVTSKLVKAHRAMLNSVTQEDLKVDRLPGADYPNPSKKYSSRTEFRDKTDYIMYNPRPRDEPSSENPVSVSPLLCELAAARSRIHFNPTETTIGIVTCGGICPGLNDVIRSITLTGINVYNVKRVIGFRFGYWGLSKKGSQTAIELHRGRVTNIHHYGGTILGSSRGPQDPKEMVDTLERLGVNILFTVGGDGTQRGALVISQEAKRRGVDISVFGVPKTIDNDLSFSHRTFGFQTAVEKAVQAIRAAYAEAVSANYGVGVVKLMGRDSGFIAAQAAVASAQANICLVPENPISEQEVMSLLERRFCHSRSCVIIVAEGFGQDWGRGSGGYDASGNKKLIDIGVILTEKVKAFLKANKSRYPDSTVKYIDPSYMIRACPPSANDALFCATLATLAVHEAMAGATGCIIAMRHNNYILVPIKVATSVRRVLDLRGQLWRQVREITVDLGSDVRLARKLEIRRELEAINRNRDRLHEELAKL
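ADP-Glo luminescence quantified ADP after 45 min at room temperature, with 1.25 nM T. brucei PFK, 0.1 mM ATP and 0.5 mM fructose-6-phosphate in pH 8.0 TEA buffer. qHTS titrations up to 57 µM; curves classified by quality.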
TSG101-PTAP inh: qHTS Assay for Iinhibitors of HIV-1 Budding by Blocking the Interaction of PTAP/TSG101 | 340,000 tested, under 10 active | Fluorescence polarization, FITC-PTAP peptide / Tsg101 binding | Tumor susceptibility gene 101 protein (Homo sapiens), Q99816 | Potency, µM (top dose mostly 115 µM), without a hit: top-dose activity change, negative = inhibition, most hits filed as inhibitors | AID 493005, 2010; active = well fitted inhibition curve with a large enough effect in the main read-out, with a control signal flat, not every such curve was filed as active; inconclusive = small, poorly fitted or top-dose-only effect, or effect the other way, or a change in a side signal; inactive = no such curve, though single readings can be large or run the other way; also: potency is read from the fitted curve at half-maximal effect; % of control where 0% means no effect
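FP read-out: FITC-PTAP peptide, 50 nM final, binding Tsg101 binding domain, 10 uM final; 20 min, r.t.; 10 mM HEPES pH 7.5, 0.15 M NaCl, 0.01% Tween 20, 3 mM EDTA, 0.1 mM TCEP.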
BCR signal inh: qHTS Assay to Find Inhibitors of Chronic Active B-Cell Receptor Signaling. ABC-DLBCL IkBa-CBG/CBR reporter, luminescence ratio, 4 h. actives 0.05% (n = 340,000). Potency, µM (series often up to 46.1 µM), for the others: top-dose ratio change, negative = lower green/red ratio, hits mostly inhibitors; active = well fitted inhibition curve with a large enough effect in the signal ratio, with a control signal flat, not every such curve was filed as active; inconclusive = small, poorly fitted or top-dose-only effect, or effect the other way, or a change in a side signal; the % refers to the signal ratio;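 also: potency is read from the fitted curve at half-maximal effect; plate controls were basal doxycycline-induced cells for no effect and cells given 10 µM MG132 for full effect; MG132 reads +100%, hits lower the ratio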
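TMD8 ABC-DLBCL cells carrying doxycycline-inducible green luciferase fused to IkappaBalpha plus unfused red luciferase were exposed to compounds (up to 46 uM) for 4 hrs at 37C. Activity came from the overlap-corrected green/red luminescence ratio.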
ELG1 repair inh: qHTS screen for small molecules that inhibit ELG1-dependent DNA repair in human embryonic kidney (HEK293T) cells expressing luciferase-tagged ELG1. actives 2.3% (n = 330,000). HEK293T ELG1-luciferase reporter, luminescence, 16 h; DNA damage induced by 5-fluorouridine. Potency, µM (titrated, usually from 46.1 µM), for inactives: at the highest dose activity change, negative = inhibition, most hits filed as inhibitors. AID 504467, 2011; also: potency is read from the fitted curve at half-maximal effect; % is scaled to controls: 0 for no effect and ±100 for the full control effect; nearly all actives have a fitted effect of over 55% in size
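Reporter activity after DNA damage by 5-fluorouridine is monitored. Compound-treated cells incubate 16 hr at 37 °C, then ONE-Glo is added for 30 min before luminescence reading.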
AT treatment: qHTS Assay for Identifying a Potential Treatment of Ataxia-Telangiectasia; […] A-T fibroblasts, KAP-1 phosphorylation AlphaLISA; neocarzinostatin DNA damage 30 min before lysis; Potency, µM (highest dose often 57.5 µM), for inactives: at the top dose activation, hits mostly activators; actives 0.19% (n = 320,000); AID 485349, 2010; also: potency is read from the fitted curve at half-maximal effect; % of control where 0% means no effect; nearly all actives have a fitted effect of over 45% in size
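ATM-like activity read as KAP-1 phosphorylation via AlphaLISA donor/acceptor antibody pairs after lysis and 6 hr at 25C. Cells were ATM-null patient fibroblasts ([…], hTERT), dosed 60 min, then exposed to the DSB inducer NCS for 30 min.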
Active calls of the source: *; ? = inconclusive; / = not tested or not shown; & = joins results of further samples; [ ] = remark or other dose. Unless noted, calls follow the shape of the dose curve; as a rule, active = well fitted curve in the direction sought with a large enough effect; inconclusive = small, poorly fitted or top-dose-only effect, or another doubt; inactive = no such curve, though single readings can be large; an effect the other way counts as inactive or inconclusive. Compounds were not picked by outcome. About 3.2% of those tested had a hit in this group.

cpd	canonical_smiles	Mito fusion act	TSHR antagonist	S-ASM inh	Eya2 inh	a7 integrin act	TCR act	Tb PFK block	TSG101-PTAP inh	BCR signal inh	ELG1 repair inh	AT treatment
1	CCNC(=O)N1CCN(CCCC(c2ccc(F)cc2)c2ccc(F)cc2)CC1	?	-4&3	-3%	-3%&11%	/	-3%	1%	1%	?	-6%	-5%
2	CCN(CC)S(=O)(=O)c1cccc(C(=O)OCC(=O)Nc2ccc3c(c2)c2ccccc2n3CC)c1	-5%	3	21%	-1%	20%	-1%[46.1 µM]	-1%	-2%	-8%	1%	8%
3	CS(=O)(=O)Cc1cccc(C(=O)NC2CCSc3ccccc32)c1 (centres undefined)	3%	38	-2%	12%	2%	4%	4%	-2%	?	19%	13%
4	CC1CN(Cc2nnc(-c3ccccc3)o2)CC(C)O1 (centres undefined)	11%	8	-1%	-1%	?	11%	0%	0%	0%	18%	-2%
5	CCOc1ccc(C(=O)NCc2ccc3c(c2)OCO3)cc1OCC	1%	-8	1%	-7%	16%	-7%	0%	-6%	?	8%	-5%
6	COC(=O)c1[nH]c2cc(OC)ccc2c1NC(=O)CCN1CCN(c2cccc(C)c2C)CC1	2%	2	0%	0%	-36%	0%	1%	-3%	-2%	?	4%
7	COC(=O)c1c(-c2cccc(C)c2)csc1N	2%	-2	-6%	-18%	-3%	0%	12%	1%	-2%	-11%	0%
8	COCC(=O)N1CCC(Oc2ccc(C(=O)N(C)C3CCCCC3)cc2)CC1	2%	3	4%	-5%	21%	-5%	0%	0%	-2%	-4%	3%
9	COc1ccc(OC)c2sc(NC(=O)c3ccc(Cl)s3)nc12	1%	12	-2%	8%	-11%	-8%	4%	1%	?	1%	23%
10	COc1ccc(C2CC(=O)c3cnn(-c4nc(C)cc(C)n4)c3C2)cc1 (centres undefined)	-4%	-10	-1%	4%	-21%	-5%	-2%	5%	?	?	5%
11	CCCCc1c(C)nc2ccc(Br)cc2c1SC(N)N	-8%	-4	5%	0%	-3%	-2%	0%	6%	?	2%	2%
12	Clc1ccc(Nc2cc(-c3ccccc3)nc3ncnn23)cc1	1%	-4	-4%	-25%	-17%	3%	1%	-2%	-8%	-8%	-17%
13	OCCN1CCN(CC(O)COc2ccc(Cl)cc2)CC1 (centres undefined)	1%	-7	-2%	19%	8%	-17%	0%	-4%	?	13%	5%
14	c1ccc(N2CCN(c3nnnn3-c3ccccc3)CC2)cc1	2%	15	7%	8%	43%	-3%	-1%	-1%	-1%	6%	6%
15	Cc1ccc2c(c1)N(C(=O)CCC(=O)NC1CCC(C)CC1)CCO2 (centres undefined)	1%	-11	3%	-17%	26%	-5%	-3%	-9%	9%	4%	-7%
16	CCCCN(C(=O)c1ccc(NC2CC2)c([N+](=O)[O-])c1)c1c(N)n(CC(C)C)c(=O)[nH]c1=O	-9%	12	-3%	12%	-5%	5%	-1%	-4%	1%	4%	-7%
17	N#Cc1c(C(F)(F)F)cc(-c2ccccc2)n(N)c1=O	5%	-3	61%[activator]	10%	15%	4%	-2%	-6%	2%	8%	-10%
18	O=C1N=C(N2CCCC2)S/C1=C\c1cn[nH]c1-c1ccccc1	-3%	-7	/	2%	/	9%[46.1 µM]	?	/	-5%	-17%	1%
19	CC1(C)CC(=O)C(C(=O)/C=C/c2ccco2)C(=O)C1	22%	31	-16%	22%	0%	-9%	?	1%	-2%	15%	?
20	c1ccc(-n2nnnc2Cc2nnnn2-c2ccccc2)cc1	1%	8	5%	8%	?	-2%	-3%	-5%	2%	13%	8%
21	CCc1nc(SCC(=O)NCc2ccc(F)cc2)c2c(=O)n(C)c(=O)n(C)c2n1	0%	1	1%	5%	-6%	0%	-5%	-2%	-1%	12%	5%
22	CCOc1ccc(S(=O)(=O)N(CC)CC(=O)NCc2ccncc2)cc1	7%	33	0%	19%	-6%	0%	5%	-7%	4%	2%	19%
23	Cc1ccnc2nc(C(=O)NC3=NCCS3)nn12	-4%	-1	0%	-2%	12%	2%	-7%	-7%	4%	12%	-1%
24	COc1ccc2c(c1)c(C(=O)N/N=C/c1cn(C)c3ccccc13)c(C)n2C	-3%	-15	-1%	?	32%	3%	2%	-3%	-13%	-3%	-2%
25	COc1cccc(N(C(=O)c2ccco2)C(C(=O)NC2CCCC2)c2ccc(N3CCOCC3)cc2)c1 (centres undefined)	0%	13	1%	-23%	6%	1%	-4%	-1%	-6%	5%	-5%

Structures shown so far containing a furan ring, fused or not, in the order listed:
cpd	canonical_smiles	Mito fusion act	TSHR antagonist	S-ASM inh	Eya2 inh	a7 integrin act	TCR act	Tb PFK block	TSG101-PTAP inh	BCR signal inh	ELG1 repair inh	AT treatment
19	CC1(C)CC(=O)C(C(=O)/C=C/c2ccco2)C(=O)C1	22%	31	-16%	22%	0%	-9%	?	1%	-2%	15%	?
25	COc1cccc(N(C(=O)c2ccco2)C(C(=O)NC2CCCC2)c2ccc(N3CCOCC3)cc2)c1 (centres undefined)	0%	13	1%	-23%	6%	1%	-4%	-1%	-6%	5%	-5%

(further entries)
cpd	canonical_smiles	Mito fusion act	TSHR antagonist	S-ASM inh	Eya2 inh	a7 integrin act	TCR act	Tb PFK block	TSG101-PTAP inh	BCR signal inh	ELG1 repair inh	AT treatment
26	COC1Cc2ccccc2N(C(=O)N2CCN(CCO)CC2)c2ccccc21 (centres undefined)	0%	5	47%[activator]	-2%	2%	-8%	-2%	-3%	-8%	0%	8%
27	O=C(COC(=O)c1ccc(Br)o1)NCC(=O)Nc1ccc(F)cc1	0%	-11	0%	-15%	-17%	-1%	-11%	-4%	0%	18%	2%
28	COc1ccc(NC(=O)CC2SC(N)=NC2=O)c([N+](=O)[O-])c1 (centres undefined)	0%	10	-1%	7%	20%	2%	2%	0%	3%	10%	-4%
29	COc1ccc2c(c1)CC/C(=C/c1ccncc1)C2=O	6%	25	/	-11%	-29%	2%[46.1 µM]	2%	-7%	?	-24%	2%
30	C/C(=N\NC(=O)c1nnn(-c2nonc2N)c1-c1ccc2c(c1)OCO2)c1ccc(F)cc1	-5%	-3	-1%	0%	6%	1%	1%	-3%	-6%	20%	-24%
31	COc1cccc(NC(=O)c2cccc(OC)c2OC)c1	6%	-4	-1%	-19%	5%	-5%	-1%	-6%	?	?	/
32	COc1ccc(CN2C(=O)c3cccnc3C2Nc2cc(Cl)ccc2OC)cc1 (centres undefined)	14%	-15	2%	2%	-8%	-3%	?	-2%	0%	?	14%
